Screens deposited in PubChem BioAssay by several laboratories.
UHRF1 binding: human UHRF1 methylated DNA binding inhibitors | UHRF1 binding to methylated oligo, TR-FRET | inhibition, % at 4.4 µM | 370,000 tested, 0.75% active; in the data active = inhibition above about 21%;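 note: UHRF1 SRA domain binding a hemimethylated CpG hairpin DNA probe; 0% = median of test compound wells and 100% = reference inhibitor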
HGIII-sPLA2 inh: Inhibits HGIII-sPLA2 liposome hydrolysis, primary screen; Q9NZ20; QFRET BODIPY PC-A2 liposome hydrolysis, fluorescence; inhibition, % at 12.2 µM; 370,000 tested, 0.56% active; AID 743126;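 active = inhibition above mean plus 3 SD of compounds lying within the high and low control bounds, cut at about 19% in these data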;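 note: 0% = median of test compound wells and 100% = no enzyme DMSO wells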
Tn6 DDE FP: inhibitors of Tn6 peptide binding to human fibrin DD(E). Fibrin DD(E) TRITC-Tn6 fluorescence polarization displacement. 370,000 tested, 0.21% active. inhibition, % at 8.3 µM. P02675;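 active = inhibition above a per-campaign cutoff: mean of compounds within control limits plus 3 SD, cut at about 15% in these data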;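 note: 0% = median of all compound wells on the plate and 100% = blocking peptide control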
Target sequence (P02675 whole entry, looked up): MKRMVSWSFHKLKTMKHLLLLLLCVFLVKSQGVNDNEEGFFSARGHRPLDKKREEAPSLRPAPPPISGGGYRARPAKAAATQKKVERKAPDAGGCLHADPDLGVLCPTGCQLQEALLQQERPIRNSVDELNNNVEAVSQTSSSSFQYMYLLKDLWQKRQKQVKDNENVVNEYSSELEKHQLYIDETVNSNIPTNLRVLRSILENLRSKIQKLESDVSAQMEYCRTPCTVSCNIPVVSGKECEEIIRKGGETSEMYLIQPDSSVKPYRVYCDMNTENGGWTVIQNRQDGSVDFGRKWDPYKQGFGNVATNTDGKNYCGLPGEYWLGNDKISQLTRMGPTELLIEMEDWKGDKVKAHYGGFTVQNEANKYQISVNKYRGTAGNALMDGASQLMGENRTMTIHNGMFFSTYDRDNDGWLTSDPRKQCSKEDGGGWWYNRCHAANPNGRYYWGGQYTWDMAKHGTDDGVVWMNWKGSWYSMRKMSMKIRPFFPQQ
Rev-erbA mod: Rev-erb alpha (human) modulation; activity, % at 10 µM; 370,000 tested, 0.79% active; Rev-erbα–FITC-DNA binding, fluorescence polarization, 90 min; P20393;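 active = activity above about 14%, limit read from the data; passing the limit was not always enough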;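 note: 0% = DMSO wells with 35 nM protein and 100% = DMSO wells with 750 nM protein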
Target sequence (P20393 whole entry, looked up): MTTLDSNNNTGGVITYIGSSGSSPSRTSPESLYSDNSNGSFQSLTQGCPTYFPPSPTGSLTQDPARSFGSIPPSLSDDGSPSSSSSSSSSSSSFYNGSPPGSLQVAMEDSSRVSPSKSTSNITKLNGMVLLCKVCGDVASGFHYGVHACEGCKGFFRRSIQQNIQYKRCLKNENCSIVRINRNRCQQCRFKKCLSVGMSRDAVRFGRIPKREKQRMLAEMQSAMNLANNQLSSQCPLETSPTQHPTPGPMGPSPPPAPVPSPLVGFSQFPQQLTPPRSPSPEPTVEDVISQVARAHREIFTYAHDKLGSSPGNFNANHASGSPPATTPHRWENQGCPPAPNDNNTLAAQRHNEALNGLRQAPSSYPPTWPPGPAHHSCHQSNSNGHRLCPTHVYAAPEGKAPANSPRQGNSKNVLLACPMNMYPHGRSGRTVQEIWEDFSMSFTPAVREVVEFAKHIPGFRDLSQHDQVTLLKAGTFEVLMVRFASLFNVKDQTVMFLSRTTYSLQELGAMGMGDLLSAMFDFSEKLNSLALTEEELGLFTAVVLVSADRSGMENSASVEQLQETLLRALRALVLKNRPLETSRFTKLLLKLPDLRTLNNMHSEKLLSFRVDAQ
ASAP1 GAP inh: ASAP1 ArfGAP inhibition | Q9ULH1 | ASAP1-stimulated ARF1 GTP hydrolysis, GDP FP detection | inhibition, % at 16.5 µM | 360,000 tested, 0.19% active | AID 624377; in the data active = inhibition above about 25%;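 note: 0% = vehicle with enzyme and substrate and 100% = no enzyme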
PLC-gamma1 inh: PLC-gamma1 (human) inhibition, primary screen | 370,000 tested, 0.84% active | inhibition, % at 12.2 µM | purified PLC-gamma1, fluorogenic substrate, fluorescence; in the data active = inhibition above about 9.5%
proKLK7 act: activators of human kallikrein-7 zymogen; purified proKLK7, EDANS-DABCYL substrate fluorescence; 100% is mature enzyme control, 0% vehicle; activation, % at 7 µM; 370,000 tested, 0.9% active; P49862;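 active = activation above the mean of all tested compounds plus 3 SD, computed per campaign excluding outliers beyond control limits, cut at about 13% in these data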
DDE Tn7 FP inh: inhibitors of Tn7 peptide binding to human fibrin DD(E); 370,000 tested, 0.13% active; AID 720508; inhibition, % at 8.3 µM; P02675; FP displacement of FITC-Tn7 peptide from fibrin DD(E); 0% = median of compound wells per plate;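 active = inhibition above the mean of compounds falling within the control limits plus 3 SD of them, cut at about 14% in these data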;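 note: 0% = plate median of compound wells and 100% = 10 µM Aha-Tn7 peptide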
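Measure: % inhibition scaled between sample-field median and high-control FP; Test system: human fibrin DD(E); Quantity: 2 µM final DD(E) protein; Doses: one dose, 8.3 µM nominal; Schedule: compound with protein 10 min, then 3 h after probe, room temperature; Detection: fluorescence polarization; Medium: Tris buffer with calcium and detergent, pH 7.8.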
ARFGAP1 inhibitor: inhibitors of rat ARFGAP1; Q62848; Arfgap1-stimulated ARF1 GTP hydrolysis, GDP FP detection; inhibition, % at 16.5 µM; 360,000 tested, 0.26% active;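 active = inhibition above a per-plate limit, mean inhibition of low control wells plus 3 SD, cut at about 25% in these data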;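 note: 0% = DMSO wells with enzyme and 100% = wells lacking Arfgap1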
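Assay system: purified rat His6-Arfgap1 residues 1-136 (GAP domain); Reagent: human Δ17 ARF1 bound to GTP; Dosing: 16.5 µM single point, 1.26% DMSO; Times: GTP hydrolysis reaction 2 h at 25 °C; Signal: FP, GDP Alexa 633 tracer displaced from anti-GDP antibody, 620/688 nm; Measure: % inhibition from polarization.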
PLCb3 inh: PLC-beta3 (human) inhibition, primary screen; Q01970; Purified PLC-beta3, fluorogenic substrate, fluorescence; inhibition, % at 12.2 µM; 370,000 tested, 0.18% active; AID 720704; in the data active = inhibition above about 11%;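 note: 0% = median of compound wells on plate and 100% = full blocker control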
* = called active by the depositor; i = inactive; x = no result given.

SMILES	UHRF1 binding	HGIII-sPLA2 inh	Tn6 DDE FP	Rev-erbA mod	ASAP1 GAP inh	PLC-gamma1 inh	proKLK7 act	DDE Tn7 FP inh	ARFGAP1 inhibitor	PLCb3 inh
Cn1nc(C(=O)OCC(=O)Nc2sccc2C(N)=O)c2ccccc2c1=O	-6	2	8	-1	-8	2	-0.3	4	-4	0
Cc1cc(C)c[n+](C(C)C(=O)c2ccc(Cl)cc2)c1 (stereo not drawn)	-1	0	-7	2	-8	1	1.1	7	7	-4
COc1ccc(C(=O)CSc2nc(C(C)(C)C)nc3ccccc23)cc1	3	-28	2	10	-4	-2	-0.4	-2	0	-9
Cc1cc(C)cc(NC(=O)Oc2ccccc2N2CCCCC2)c1	-2	-6	7	-5	1	-3	-0.1	2	-6	-4
COc1cc(NC(=O)c2cc([N+](=O)[O-])ccc2NC(=O)CNC2CCCCC2C)cc(OC)c1 (stereo not drawn)	0	-11	6	4	-4	-5	-0.4	1	6	-5
CCOC(=O)CSc1nc(=O)n2cccc(C)c2n1	6	3	3	5	4	0	-0.1	8	6	-2
COc1cc(C2C3C(=O)N(c4ccccc4)C(=O)C3ON2c2ccccc2)ccc1O (stereo not drawn)	1	-4	-4	-4	13	-1	0.1	5	0	0
Cc1ccc(S(=O)(=O)N2CCCN(C(=O)c3ccc(-n4nccc4C)cc3)CC2)cc1	1	-8	8	8	-2	3	0.0	-6	16	2
COc1ccc(-c2nn(CCC#N)cc2C=C(C#N)C#N)cc1	3	9	-1	0	-10	6	-0.4	-2	-9	-2
O=C(CC(=O)N/N=C/c1ccc(F)cc1)N/N=C/c1ccc(F)cc1	1	6	2	6	-5	-5	0.1	6	4	-6
CC(Sc1ncccn1)C(=O)N1CCc2ccccc21 (stereo not drawn)	-1	-1	-4	2	-3	-2	0.6	-4	3	-6
CCOC(=O)C(/C(C)=N/NC(=O)C1CC1c1ccccc1)C(C)C (stereo not drawn)	-8	-2	11	-1	-25	0	-0.3	7	-6	2
CCCC(=O)OC[C@H]1CN([C@H](C)c2ccccc2)S(=O)(=O)c2c(F)cccc2O1	0	-1	-9	-1	11	2	0.2	-3	10	2
O=c1c(Sc2ccccc2)c(C(F)(F)F)[nH]n1-c1ccccc1	-3	-8	-1	-2	-10	6	0.3	-1	-5	7
Cc1ccc(Cn2nnc(C(=O)Nc3cccc(C)c3C)c2N)cc1	2	-14	1	0	2	-3	-0.2	2	13	0
Cc1cc(-c2nnc(SCC(=O)Nc3ccc(C)c(C)c3)n2N)n[nH]1	-1	2	2	0	-9	1	0.1	-7	0	4
COc1ccc(CCNC(=O)C(=O)NCc2ccccc2C)cc1OC	-2	1	4	-4	-10	2	0.4	1	-1	-4
CC(=O)N(CN1C(=O)C2CC=CCC2C1=O)c1cccc(Cl)c1 (stereo not drawn)	1	-10	-4	3	4	-24	-1.1	-1	2	-29
COc1ccc(NC(=O)OCCN2CCCC23CCC(c2ccccc2)CC3)cc1 (stereo not drawn)	-1	-10	-6	2	x	3	x	-9	x	4
c1ccc(-c2csc(-c3cccnc3)n2)cc1	0	-7	1	2	-4	-5	-0.1	-3	4	-10
CN1CCCCc2c1nc1c(c2N)CCCC1	1	5	5	-5	-2	-10	0.4	0	3	-10
O=[N+]([O-])c1ccc(N/N=C/c2cn(-c3ccccc3)nc2-c2ccccc2)cc1	-1	-1	-3	4	11	-5	-0.3	0	6	-6
Cn1nc(Oc2ncc(C(F)(F)F)cc2Cl)cc1C(F)(F)F	1	4	1	1	6	5	0.2	4	2	-2
CC(=O)Nc1cc(-c2cccc(CO)c2)cn2c(-c3ccc(F)cc3)cnc12	0	-2	-5	-1	-23	-16	-5.2	-2	6	-27
COc1ccc(C(=O)NNC(=O)c2cc3cc(OC)ccc3oc2=O)cc1	12	1	-12	-1	-1	-72	1.1	2	-11	-93

12 entries from above in a different format:
| smiles | UHRF1 binding | HGIII-sPLA2 inh | Tn6 DDE FP | Rev-erbA mod | ASAP1 GAP inh | PLC-gamma1 inh | proKLK7 act | DDE Tn7 FP inh | ARFGAP1 inhibitor | PLCb3 inh |
| --- | --- | --- | --- | --- | --- | --- | --- | --- | --- | --- |
| O=c1c(Sc2ccccc2)c(C(F)(F)F)[nH]n1-c1ccccc1 | -3 | -8 | -1 | -2 | -10 | 6 | 0.3 | -1 | -5 | 7 |
| Cc1ccc(Cn2nnc(C(=O)Nc3cccc(C)c3C)c2N)cc1 | 2 | -14 | 1 | 0 | 2 | -3 | -0.2 | 2 | 13 | 0 |
| Cc1cc(-c2nnc(SCC(=O)Nc3ccc(C)c(C)c3)n2N)n[nH]1 | -1 | 2 | 2 | 0 | -9 | 1 | 0.1 | -7 | 0 | 4 |
| COc1ccc(CCNC(=O)C(=O)NCc2ccccc2C)cc1OC | -2 | 1 | 4 | -4 | -10 | 2 | 0.4 | 1 | -1 | -4 |
| CC(=O)N(CN1C(=O)C2CC=CCC2C1=O)c1cccc(Cl)c1 (stereo not drawn) | 1 | -10 | -4 | 3 | 4 | -24 | -1.1 | -1 | 2 | -29 |
| COc1ccc(NC(=O)OCCN2CCCC23CCC(c2ccccc2)CC3)cc1 (stereo not drawn) | -1 | -10 | -6 | 2 | x | 3 | x | -9 | x | 4 |
| c1ccc(-c2csc(-c3cccnc3)n2)cc1 | 0 | -7 | 1 | 2 | -4 | -5 | -0.1 | -3 | 4 | -10 |
| CN1CCCCc2c1nc1c(c2N)CCCC1 | 1 | 5 | 5 | -5 | -2 | -10 | 0.4 | 0 | 3 | -10 |
| O=[N+]([O-])c1ccc(N/N=C/c2cn(-c3ccccc3)nc2-c2ccccc2)cc1 | -1 | -1 | -3 | 4 | 11 | -5 | -0.3 | 0 | 6 | -6 |
| Cn1nc(Oc2ncc(C(F)(F)F)cc2Cl)cc1C(F)(F)F | 1 | 4 | 1 | 1 | 6 | 5 | 0.2 | 4 | 2 | -2 |
| CC(=O)Nc1cc(-c2cccc(CO)c2)cn2c(-c3ccc(F)cc3)cnc12 | 0 | -2 | -5 | -1 | -23 | -16 | -5.2 | -2 | 6 | -27 |
| COc1ccc(C(=O)NNC(=O)c2cc3cc(OC)ccc3oc2=O)cc1 | 12 | 1 | -12 | -1 | -1 | -72 | 1.1 | 2 | -11 | -93 |

Next section
SMILES	UHRF1 binding	HGIII-sPLA2 inh	Tn6 DDE FP	Rev-erbA mod	ASAP1 GAP inh	PLC-gamma1 inh	proKLK7 act	DDE Tn7 FP inh	ARFGAP1 inhibitor	PLCb3 inh
O=C(CCCc1ccccc1)Nc1cccc2c1CCCC2	1	-5	-8	3	-10	4	0.1	-6	-2	4
CCOc1ccccc1NC(=O)Nc1cccc(C(C)=O)c1	3	-5	-3	0	0	4	0.8	-3	0	1
Cc1ccc(-c2nc(-c3cccnc3)sc2CC(=O)O)cc1	3	10	0	-3	-13	2	0.8	-5	8	-6
Cc1cccc(Oc2ccc3c(c2)cc(C(=O)O)n3C)c1	-1	-21	-9	-1	-7	-5	0.5	-1	6	-16
O=S(=O)(c1ccc(C2CCCCC2)cc1)N1CCOCC1	3	-3	1	0	-7	2	0.0	-5	0	0
O=C(CN(C(=O)Cn1nnc(-c2cccs2)n1)c1ccc2c(c1)OCCO2)NCc1ccccc1	-2	-5	1	2	5	2	0.0	0	-2	3
CCN(CC)c1ncnc2c1ncn2[C@H]1CN(Cc2ccccc2)C[C@@H](COC(C)=O)O1	2	1	-4	-7	3	-1	0.2	-4	-6	0
O=C1Cc2cc(S(=O)(=O)N3CCN(c4ccccc4)CC3)ccc2N1	-2	-4	1	-2	-12	1	-0.4	-2	12	-1
O=c1oc2ccccc2cc1-c1nc2c(s1)CCCC2	-1	-3	5	2	-4	i	-49	0	-6	i
CCCCCCN(C(=O)CCCCCN1C(=O)NC(c2ccc(-c3ccccc3)cc2)C(C(=O)OCc2ccccc2)=C1C)C(C(=O)NCCCC)C1CCCCC1 (stereo not drawn)	1	-4	2	-7	6	3	0.3	-10	5	-2
O=C(Nc1ccccc1Oc1cccnc1)C1CCCN(Cc2cccc(Cl)c2)C1 (stereo not drawn)	1	-2	-5	0	13	1	0.9	-6	-7	2
CN(C(=O)CC1C(=O)NCCN1Cc1ccc(F)cc1Cl)C1CCCCC1 (stereo not drawn)	15	5	-7	-2	-8	-20	1.6	-1	14	-39
O=C(CN1CCOCC1)NNC(=S)Nc1ccc(Cl)cc1	-3	4	7	-7	2	-1	-0.1	1	-8	-7
CCOc1ccc(-c2nn3c(-c4ccccc4)nnc3s2)cc1	-1	3	-4	-10	16	2	0.1	7	3	1
CC(C)(C)NC(=O)C(c1ccncc1)N(C(=O)Cn1nnc(-c2ccc(F)cc2)n1)c1cccc(F)c1 (stereo not drawn)	-1	-13	-3	-3	-6	0	0.2	3	-11	1
CN(C(=O)c1ccc(NC(=O)C2CCN(C(=O)OC(C)(C)C)CC2)cc1)C1CCC1	-2	-1	4	-2	-4	1	0.4	-2	0	1
CC(C)(C)OC(=O)N[C@H](/C=C/c1ccccc1)C(=O)OC(C)(C)C	-6	-1	-3	-1	-1	0	-0.2	5	2	1
CC(=O)c1ccc(OCCOc2ccc(Cl)c3cccnc23)cc1	-1	2	4	-5	-3	-7	0.3	3	-5	-9
Cc1ccc(SCCC(=O)Nc2ccc(Br)c(C)c2)cc1	2	-7	-8	3	7	-1	-0.3	-1	9	-4
O=C(CSc1nc2ccccc2s1)N/N=C/c1ccco1	-4	-8	2	0	-1	4	0.0	0	4	5
CN(C(=O)COC(=O)C1CCN(S(=O)(=O)c2ccc3c(c2)OCCO3)CC1)C1CCS(=O)(=O)C1 (stereo not drawn)	1	4	-1	4	-1	14*	-0.2	-2	6	0
O=C(CCC1CCCCC1)NCc1ccccn1	1	7	5	-2	8	2	-0.7	0	-10	3
CC(C)Oc1ccc(S(=O)(=O)N2CCCCC2)cc1NC(=O)C1CCCC1	0	-5	1	0	-8	-2	0.1	5	-1	-6
O=C1N=c2ccc(Br)cc2=C1c1sc(=S)n(NS(=O)(=O)c2ccccc2)c1O	-1	-28	1	6	12	0	0.2	-3	-13	0
Cc1nc(SCC(=O)NC2CCCC2)c2c(C)c(C)sc2n1	1	6	-4	0	0	0	0.4	-2	0	-7
COc1ccc(C(c2nnnn2C(C)(C)C)N2CCN(C/C=C/c3ccccc3)CC2)cc1 (stereo not drawn)	3	-5	3	0	1	11*	-0.6	-3	5	5
COC(=O)CSc1ccc2nnc(-c3ccc(F)cc3)n2n1	0	-1	1	6	-2	-159	1.4	5	-2	-222
CCN1C(=O)c2cccc3c(NC(=O)c4ccc(OC)c(OC)c4)ccc1c23	-4	7	3	-3	4	-65	0.0	-2	-11	-77
CCOc1ccccc1NC(=O)CSc1nnc(NC(=O)c2ccco2)s1	-1	3	3	-3	-5	-4	0.2	5	1	-15

The order is random; overall some 4.5% were active at least once.
